POLK inh: blocks human DNA polymerase kappa activity. Potency, µM (titrated, usually from 107 µM), inactives show at the top dose activity, negative = inhibition, hits mostly inhibitors. 0.53% of 400,000 active. Q9UBT6. AID 588579. purified Pol kappa, fluorescent DNA synthesis assay, 10 min; further: potency means the concentration at half of the fitted maximal effect; on the % scale 0 is the no-effect control and ±100 the full control effect
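Here, compound and 10 nM enzyme are combined for 15 min at room temperature; adding 50 nM substrate (final) starts DNA synthesis, tracked by fluorescence at 0 and 10 min against buffer-only wells.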
Anesthetic bind: binds horse apoferritin like a general anesthetic | apoferritin/1-aminoanthracene competitive binding, fluorescence | Potency, µM (top dose mostly 77.5 µM), for the others: at the top dose activity change, negative = displacement, hits mostly inhibitors | 0.074% of 350,000 active | AID 485281; further: potency means the concentration at half of the fitted maximal effect; on the % scale 0 is the no-effect control and ±100 the full control effect; nearly all actives have a fitted effect of over 20% in size
Target sequence (P02791 2-175 limits assumed): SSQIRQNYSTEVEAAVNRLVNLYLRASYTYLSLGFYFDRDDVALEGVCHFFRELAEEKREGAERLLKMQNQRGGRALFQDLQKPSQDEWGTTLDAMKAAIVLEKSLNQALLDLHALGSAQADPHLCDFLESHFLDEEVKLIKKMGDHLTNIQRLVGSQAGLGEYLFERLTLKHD
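Probe: 1-aminoanthracene (50% saturated, PBS). Protein: horse-spleen apoferritin, 10 uM. Incubation: 10 min, room temperature. Detection: 380 nm excitation, 535 nm emission. Analysis: normalized response, four-parameter Hill.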
12-LOX inh: ALOX12 (human) lipoxygenase inhibition. P18054. purified 12hLO, xylenol orange hydroperoxide absorbance. Potency, µM (titrated, usually from 108 µM), for the others: top-dose activity change, negative = inhibition, actives largely listed as inhibitors. 1.1% of 580,000 active; further: potency means the concentration at half of the fitted maximal effect; on the % scale 0 is the no-effect control and ±100 the full control effect
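Hydroperoxide product was detected by ferrous iron/xylenol orange as the 573 to 405 nm absorbance ratio. Arachidonic acid at 40 uM (final) was turned over for 30 min at room temperature by 150 nM human 12hLO, pH 7.0 Hepes buffer, after 15 min compound preincubation.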
LDHA block: inhibitors of human lactate dehydrogenase A; purified LDHA, NADH/diaphorase-resazurin fluorescence; active compounds read low; 0.15% of 480,000 active; activity change, % (values are at about 110 or 230 µM); P00338; in the data active means activity change below about -30%; inconclusive means mostly about -25% to -30%;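 further: plate controls were DMSO wells for no effect and wells without enzyme for full effect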
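Human LDH5 at 2 nM final in Tris HCl pH 7.4 with 0.06 mM NADH and 0.2 mM pyruvate, reacted 5 minutes at room temperature. Remaining NADH coupled via diaphorase/resazurin; resorufin fluorescence read at 0 and 20 minutes, normalized to enzyme-free and DMSO wells.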
ERG-DNA inh: ERG Ets/DNA interaction inhibition. P11308. Potency, µM (doses to about 76.9 µM), without a hit: top-dose FP activity, negative = inhibition, hits mostly inhibitors. 0.028% of 370,000 active. fluorescence polarization, His-ERG Ets domain / labelled DNA; active means well fitted inhibition curve with a large enough effect in the polarisation, with a control signal flat; inconclusive means small, poorly fitted or top-dose-only effect, or effect the other way, or a change in a side signal; inactive means no such curve, though single readings can be large or run the other way; the % refers to the polarisation;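 further: polarization taken with two DNA probes labelled with fluorescein and Texas red; potency means the concentration at half of the fitted maximal effect; % of control where 0% means no effect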
Target sequence (P11308 whole entry, looked up, the tested form may be a part): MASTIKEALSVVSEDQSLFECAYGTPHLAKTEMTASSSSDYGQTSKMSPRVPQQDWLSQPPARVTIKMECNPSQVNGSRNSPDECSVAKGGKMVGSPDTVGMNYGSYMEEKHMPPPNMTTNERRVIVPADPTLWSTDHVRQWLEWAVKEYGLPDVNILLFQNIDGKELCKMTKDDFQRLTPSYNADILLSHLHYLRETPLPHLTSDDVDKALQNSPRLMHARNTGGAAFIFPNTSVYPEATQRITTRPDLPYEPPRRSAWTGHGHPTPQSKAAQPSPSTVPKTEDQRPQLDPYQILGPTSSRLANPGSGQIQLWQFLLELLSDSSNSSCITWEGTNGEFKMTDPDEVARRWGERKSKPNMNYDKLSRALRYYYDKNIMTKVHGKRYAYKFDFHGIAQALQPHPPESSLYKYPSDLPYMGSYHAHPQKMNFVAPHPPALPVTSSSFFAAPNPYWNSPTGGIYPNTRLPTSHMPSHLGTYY
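His-tagged ERG Ets domain (1 uM in the protein solution; 300mM KCl, 50mM Tris-HCl, 1mM EDTA, 1mM DTT, pH 7.5) received compound, then a probe mix of 5 nM fluorescein-DNA and 100nM Texas-615-DNA. Fluorescence polarization was read for both dyes.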
POLH inh: inhibitors of human DNA polymerase eta. 1.2% of 390,000 active. Q9Y253. Potency, µM (top dose mostly 114 µM), inactives show at the highest dose activity change, negative = inhibition, most hits filed as inhibitors. recombinant Pol eta, fluorescent DNA replication assay; further: potency means the concentration at half of the fitted maximal effect; on the % scale 0 is the no-effect control and ±100 the full control effect
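Pol eta (10 nM) was preincubated with compounds for 15 min at room temperature, after which fluorescent replication substrate (50 nM final) was added to start the reaction. Fluorescence was read kinetically at 0 and 10 min.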
RGS4 inh: human RGS4 inhibition. P49798. Transcreener GDP fluorescence polarization, RGS4-accelerated GTP hydrolysis. AID 504845. 0.039% of 390,000 active. Potency, µM (series often up to 114 µM), for the others: at the highest dose activity change, negative = inhibition, actives largely listed as inhibitors; further: potency means the concentration at half of the fitted maximal effect; on the % scale 0 is the no-effect control and ±100 the full control effect; nearly all actives have a fitted effect of over 75% in size; some results filed as inactive show a strong effect at the top dose
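MLSMR compounds (23 nl, pin-transferred) preincubated 10 min at room temperature with a 500nM (2x) first reagent, then RGS4 at 900nM (2x) plus Transcreener GDP mix added; fluorescence polarization (620/688 nm) read before and after 90 min at 30 °C.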
APEX1 inh: APE1 (human) endonuclease inhibition; P27695; recombinant APE1, TAMRA/BHQ-2 abasic DNA cleavage fluorescence; Potency, µM (doses to about 65.8 µM), without a hit: at the highest dose activity change, negative = inhibition, hits mostly inhibitors; 0.35% of 350,000 active; AID 2517;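 further: potency means the concentration at half of the fitted maximal effect; plate controls were vehicle for no effect and reference inhibitor for full effect; nearly all actives have a fitted effect of over 55% in size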
Target sequence (P27695 whole entry, looked up): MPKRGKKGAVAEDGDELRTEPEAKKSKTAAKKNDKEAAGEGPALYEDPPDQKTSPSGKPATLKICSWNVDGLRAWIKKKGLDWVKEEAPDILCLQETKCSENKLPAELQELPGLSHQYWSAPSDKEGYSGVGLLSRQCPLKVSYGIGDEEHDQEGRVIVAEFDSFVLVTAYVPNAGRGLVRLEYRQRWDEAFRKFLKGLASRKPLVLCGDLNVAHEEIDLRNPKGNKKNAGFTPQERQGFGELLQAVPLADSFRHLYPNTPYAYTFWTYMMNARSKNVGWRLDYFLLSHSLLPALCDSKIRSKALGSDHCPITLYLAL
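Readout is kinetic fluorescence (ex 525, em 598 nm) from cleavage of 50 nM TAMRA/BHQ-2 THF abasic duplex by 0.75 nM APE1, compound added 15 min beforehand at RT.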
Pol beta inh: blocks human DNA polymerase beta activity | Pol beta primer extension/strand displacement, fluorescence kinetic | Potency, µM (top dose mostly 114 µM), inactives show top-dose activity change, negative = inhibition, hits mostly inhibitors | P06746 | AID 485314 | 1.3% of 340,000 active; further: potency means the concentration at half of the fitted maximal effect; on the % scale 0 is the no-effect control and ±100 the full control effect
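10 nM enzyme + cpd, 15 min RT; start with substrate 50 nM final; read 0 min and after 10 min RT. Corrected, normalized data; 4-parameter Hill curve fit.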
* = called active by the depositor; ? = inconclusive; nt = no result given; & = joins results of further samples; [ ] = remark or other dose. Unless noted, the call rests on the fitted dose curve; in most records, active means well fitted curve in the direction sought with a large enough effect; inconclusive means small, poorly fitted or top-dose-only effect, or another doubt; inactive means no such curve, though single readings can be large; an effect the other way counts as inactive or inconclusive. Some of the compounds tested. The share of hits here may be higher or lower than overall.

SMILES	POLK inh	Anesthetic bind	12-LOX inh	LDHA block	ERG-DNA inh	POLH inh	RGS4 inh	APEX1 inh	Pol beta inh
CCn1c(=NC(=O)c2ccc3c(c2)OCCO3)sc2c(C)ccc(OC)c21	-13%[60.1 µM]	48%[activator]	?	-2	-7%	-12%	2%	nt	2%
CCCCCOc1ccc(OC(=O)c2ccncc2)cc1	-5%	?	-2%	-1	-4%	-15%	-35%	-2%	19%
CC(NCC(O)COc1ccccc1)C1COc2ccccc2O1 (centres undefined)	-3%	-15%	21%	-1	3%	-14%	5%	-3%	40%
O=S(=O)(NCCc1ccncc1)c1ccc(S(=O)(=O)N2CCCCCC2)cc1	-3%	-17%	0%	5	1%	-7%	-1%	-1%	6%
O=S(=O)(c1ccc(NCCCO)nc1)N1CCOCC1	-7%	nt	-15%	-8	-7%	-7%	18%	17%	nt
COC(=O)C(C(=O)OC)C1C=CCN(C(C)=O)C1 (centres undefined)	15%	nt	-10%	-1	-3%	-8%	-14%	nt	nt
COc1ccccc1NC(=O)CSc1nnc(CSc2nc(C)cc(C)n2)o1	-6%	-9%	0%	-3	-4%	-11%	-6%	0%	1%
COC(=O)c1sc2nc3c(cc2c1N)COC(C)(C)C3	-6%	31%[activator]	1%	1	nt	-6%	0%	-11%	-21%
COc1ccc(NC(=O)c2ccsc2NC(C)=O)cc1	-9%	-10%	-9%	-2	-3%[15.4 µM]	-6%	-15%	-6%	?
CN(Cc1ccc(-n2cccn2)cc1)Cc1cn(C)nc1-c1ccccc1F	3%	-6%	11%	-2	1%	-19%	4%	-3%	-3%
COc1cc(NC(=O)CSc2nc(C)cc(C)n2)cc(OC)c1OC	1%	-6%	185%[activator]	-4	-8%	-1%	-6%	-5%	-12%
Cc1ccc(NCc2ccco2)cc1C	-7%	?	?	0&-21	-2%	-5%	2%	-3%	-9%
COc1ccccc1NC(=O)C1CC(=O)N(c2ccc(F)cc2)C1 (centres undefined)	-5%	-3%	0%	1	12%	9%	16%	-2%	-7%
O=C1CN(C(=O)c2ccccc2F)C(c2ccccc2)c2cc(F)ccc2N1 (centres undefined)	13%	-7%	?	-3	2%	-8%	-9%	24%	35%
CCS(=O)(=O)N1CCC(C(=O)NCCN2CCOCC2)CC1	-4%	-1%	-1%	-5	nt	-18%	-19%	1%	-1%
O=C(NCC(c1ccco1)N1CCN(c2ccccc2)CC1)c1ccco1 (centres undefined)	-10%	nt	nt	-2	7%	-3%	-42%	21%	nt
O=C(CC1C(=O)N(c2ccc(F)cc2)C(=O)N1Cc1ccc2c(c1)OCO2)Nc1ccc(Cl)cc1 (centres undefined)	-13%	-5%	-2%	-2	3%	-24%	19%	nt	-1%
O=C(CCS(=O)(=O)c1ccccc1)Nc1cccc(-c2nc3ccccc3s2)c1	8%	-7%	2%	-1	12%	-5%	0%	1%	-25%
CCn1ncc(/C=N\NC(=O)Cc2ccc([N+](=O)[O-])cc2)c1C	-22%	-6%	11%	-5	-8%	0%	-5%	-2%	15%
Cc1ccccc1CN1c2ccccc2-c2nc(SCC(=O)c3ccccc3)ncc2S1(=O)=O	-7%	3%	-4%	-12	3%	-12%	-25%	nt	6%
CC(C)(C)C(=O)N1N=C(c2ccc(NS(C)(=O)=O)cc2)CC1c1cccs1 (centres undefined)	-6%	-17%	-11%	-10	-2%	-16%	33%	10%	3%
Cc1ccc(C2=NC(C)(C)N=C2SCC(=O)Nc2ccc(Cl)cc2)cc1	-13%	?	32%[activator]	2	-6%	-20%	2%[11.4 µM]	-5%	1%
CC(C)(C)NC(=O)CSc1nc2ccc(Nc3nc(N4CCOCC4)nc(N4CCOCC4)n3)cc2s1	-8%	-14%	2%	3	11%	-26%	-23%	?	10%
Cc1cnc(CNC(=O)CC2C(=O)NCCN2Cc2ccccc2C(F)(F)F)cn1 (centres undefined)	-4%	-7%	13%	7	?	-20%	-6%	28%	-26%
Cc1ccc(-c2csc(NC(=O)CSc3ncn(-c4ccccc4)n3)n2)cc1	1%	-12%	-10%	-2	-2%	-2%	-18%	5%	19%
COc1ccc(N2CCN(C(=O)CSc3nnc(C)c(=O)[nH]3)CC2)cc1	-39%	-17%	?	0	nt	3%	0%	-2%	?
Cc1ccc(S(=O)(=O)NCCC(=O)NCC(c2cccs2)N(C)C)cc1C (centres undefined)	15%	nt	0%	-1	6%	-10%	-10%	15%	nt
CCOC(=O)c1[nH]c(C)c(CCC(=O)N2CCN(c3cccc(OC)c3)CC2)c1C	-3%[60.1 µM]	-5%	-3%	0	2%	-9%	13%	nt	-2%
COc1cc(OC)c(NS(=O)(=O)c2ccc3c(c2)NC(=O)CO3)cc1Cl	3%	-3%	-10%	0	9%	-9%	-55%[56.9 µM]	35%	1%
CC(C)CCCN1CCN=C1Nc1ccccc1	-4%	-2%	-2%	-7	-6%	-13%	14%	-8%	31%

Arranged by the number under RGS4 inh (low to high): some entries from above.
Structure,RGS4 inh
CC(C)(C)NC(=O)CSc1nc2ccc(Nc3nc(N4CCOCC4)nc(N4CCOCC4)n3)cc2s1,-23%
Cc1cnc(CNC(=O)CC2C(=O)NCCN2Cc2ccccc2C(F)(F)F)cn1 (centres undefined),-6%
CC(C)(C)C(=O)N1N=C(c2ccc(NS(C)(=O)=O)cc2)CC1c1cccs1 (centres undefined),33%

Additional structures follow:
SMILES	POLK inh	Anesthetic bind	12-LOX inh	LDHA block	ERG-DNA inh	POLH inh	RGS4 inh	APEX1 inh	Pol beta inh
Cc1ccc(NC(=O)CN2C(=O)N/C(=C/c3ccc(C)o3)C2=O)cc1	-5%	-23%	35µM*	-1	2%	-2%	?	-11%	0%
COc1ccccc1CCNC(=O)c1ccc(Br)s1	-15%	-17%	-9%	-5	-1%	-15%	6%	13%	-1%
Cc1ccc(C)c(OCc2cc(C(=O)NC3CCN(Cc4ccccc4)CC3)no2)c1	13%	-20%	?	3	1%	-19%	-15%	12%	4%
O=C(NCCc1ccccc1)c1cnc2ccccc2n1	0%	-6%	-13%	-2	-3%	-13%	14%	-9%	42%
Cc1c(NC(=O)c2cc3nc(-c4ccccc4)cc(C)n3n2)c(=O)n(-c2ccccc2)n1C	-13%	4%	-3%	-8	-4%	?	-36%	-1%	18%
CCOC(=O)c1[nH]c2ccccc2c1NC(=O)c1ccc(S(=O)(=O)N(C)C)cc1	1%	-1%	22%[57.4 µM]	-10	2%	-15%	-23%	?	0%
O=C(NNc1ccc(Cl)cc1)C1CCC1	-3%	-10%	38%[activator]	-1	-4%	-23%	-26%	1%	7%
Brc1ccccc1OCCNCc1ccccc1	-4%	-14%	-20%	-12	-2%[15.4 µM]	-18%	-14%	-5%	4%
COc1ccccc1NC(=O)NCCN1C(=O)C2C3C=CC(C3)C2C1=O (centres undefined)	-7%	-15%	2%[57.4 µM]	-4	-3%	-16%	-2%	-1%	20%
C=C(C)Cn1c(SCC(=O)Nc2ccccc2C)nc2sc3c(c2c1=O)CCCC3	-9%	-3%	-18%	-6	5%	-14%	-2%	nt	7%
O=C(N/N=C/c1cccc(F)c1)c1c(O)c2c([nH]c1=O)CCCC2	-5%	0%	-17%	-4	2%	-6%	-28%	2%	40%
CC(C)NC(=O)CCc1nc2cccnc2n1-c1ccccc1	-4%	72%[activator]	5%	-8	-3%	-9%	16%	15%	30%
Oc1c(Br)cc(Br)cc1CNc1cnc2ccccc2c1	-20%	-11%	?	-1	8%	-12%	26%	3%	3%
O=C(CSc1nnc(Cc2csc(Nc3cccc(Cl)c3)n2)o1)N1CCc2ccccc21	-28%&1%	-13%	0%	0&-3	3%	?	-25%&-15%	-8%	1%
CCOC(=O)c1c(CN2CCN(C)CC2)oc2ccc(O)cc12	-16%	-6%	-15%	-4	-4%	5%	-10%	3%	-22%
COc1cccc(CNc2ccc3[nH]c(=O)[nH]c3c2)c1OCc1ccc(F)cc1	-1%	-19%	?	27	2%	-21%	-34%[56.9 µM]	24%	-10%
O=C(NCc1ccco1)c1ccc2c(c1)OCCO2	0%	-9%	-28%	-5	-2%	-5%	-2%	-11%	12%
COc1ccc(-c2ccnc3cc(C(=O)O)nn23)cc1	-6%	144%[activator]	-2%	5	-3%	0%	-2%	10%	107%
O=C(OCC(=O)N1CCOCC1)c1cnc(Cl)c(Cl)c1	-10%	nt	51%[activator]	-4	0%	-11%	7%	6%	nt
CCN1C(=O)c2cccc3c(S(=O)(=O)Nc4ccc(O)c(C(=O)O)c4)ccc1c23	-9%&3%	-5%&-8%	?	-2&13	0%&-6%	-27%&-11%	6%&0%	-4%	1%&34%
COc1ccc(C(c2sc3nc(C)nn3c2O)N2CCN(Cc3ccccc3)CC2)cc1OC (centres undefined)	-13%	8%	-1%	-2	4%	-5%	-8%	?	-4%
Oc1ccccc1C=NN=Cc1c(O)ccc2ccccc12	-11%	nt	4%	5	-4%	-10%	-8%	nt	nt
CC(C)[C@H](NC(=O)N1CCn2c1nc1ccccc12)C(=O)NCc1ccccc1Cl	-5%	-2%	7%	-3	0%	-3%	10%	-3%	13%
Cc1ccc(C(=O)CCC(=O)NC2=NCCS2)cc1	10%	nt	344%[activator]	1	8%	-6%	-9%	46%	nt
Cc1cc(C(=O)Nc2ccc(S(=O)(=O)Nc3nccs3)cc2)c(C)o1	0%	-1%	-30%	-8	-6%	0%	2%	14%	-27%
COc1ccc(CCC(=O)N2CCN(c3ccccc3)CC2)cc1OC	-14%	1%	0%	-2	-1%	-18%	5%	57%[activator]	-19%

Source: PubChem BioAssay
